HCMV antiviral: qHTS Assay for inhibitors of the human cytomegalovirus (HCMV); 4.5% of 410,000 active; activity change, negative = inhibition, % at 57.5 µM; HFF cells, HCMV-luciferase reporter, 72 h; active compounds read low; in the data active = activity change below about -60%; inconclusive = no clear call, values can overlap the other calls; inactive = above about -39%
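Human foreskin fibroblasts infected with luciferase-reporter HCMV at MOI 1 PFU/cell, compounds at two doses. Luciferase measured 72 h post infection; normalized to buffer-only basal and Salinomycin (10uM) controls.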
AMA1 RON2 block: qHTS for Inhibitors of AMA1-RON; Towards Development of Antimalarial Drug Lead: Primary Screen; Potency, µM (series often up to 58.2 µM), without a hit: at the highest dose activity change, negative = inhibition, actives largely listed as inhibitors; AlphaScreen AMA1-biotinylated RON2 peptide binding; Plasmodium falciparum AMA1 (3D7) - RON2 peptide interaction; 0.2% of 360,000 active;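 also: potency is read from the fitted curve at half-maximal effect; 0% = vehicle wells and -100% = peptide control; nearly all actives have a fitted effect of over 45% in size; some results filed as inactive show a strong effect at the top dose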
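AMA1 (3D7) with his tag at 25 nM final met compounds first, then biotinylated RON2 peptide at 25 nM; detection used donor plus acceptor beads, 10 µg/mL apiece, read by AlphaScreen after 30 min at room temperature.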
AmpC inh no detg: qHTS Inhibitors of AmpC Beta-Lactamase (assay without detergent) | 0.52% of 330,000 active | Potency, µM (doses to about 57.1 µM), for inactives: at the top dose activity change, negative = inhibition, most hits filed as inhibitors | AID 485341, 2010 | P00811 | AmpC nitrocefin hydrolysis, absorbance 480 nm, 0.0001% Triton;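 also: potency is read from the fitted curve at half-maximal effect; plate controls were no compound for no effect and no enzyme for full effect; nearly all actives have a fitted effect of over 20% in size; some results filed as inactive show a strong effect at the top dose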
Target sequence (P00811 whole entry, looked up): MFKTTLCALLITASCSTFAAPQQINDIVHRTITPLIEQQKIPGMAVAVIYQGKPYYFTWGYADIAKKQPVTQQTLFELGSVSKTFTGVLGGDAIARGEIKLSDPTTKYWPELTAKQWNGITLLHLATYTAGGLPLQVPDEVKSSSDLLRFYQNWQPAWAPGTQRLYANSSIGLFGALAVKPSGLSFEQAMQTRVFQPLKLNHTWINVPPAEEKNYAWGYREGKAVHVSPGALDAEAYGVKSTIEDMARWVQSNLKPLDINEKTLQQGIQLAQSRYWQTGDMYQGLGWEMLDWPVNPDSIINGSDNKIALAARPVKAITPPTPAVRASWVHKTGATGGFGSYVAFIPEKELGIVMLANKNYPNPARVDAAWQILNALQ
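20 mM phosphate pH 7.0 + 0.01% (detergent screen) or 0.0001% Triton X-100; 5.3 nM AmpC reagent; cpd preinc 15 min RT; nitrocefin (800 uM stock) to start; A480 q20 s × 4 min; Activity was normalised to no-enzyme and no-compound control wells.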
AmpC detergent: qHTS Inhibitors of AmpC Beta-Lactamase (assay with detergent) | 0.041% of 370,000 active | Potency, µM (highest dose often 114 µM), without a hit: at the top dose activity change, negative = inhibition, hits mostly inhibitors | AmpC hydrolysis of nitrocefin, absorbance 480 nm, 0.01% Triton | AID 485294, 2010;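 also: potency is read from the fitted curve at half-maximal effect; 0% = no-compound wells and -100% = no-enzyme wells; nearly all actives have a fitted effect of over 25% in size; some results filed as inactive show a strong effect at the top dose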
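AmpC (5.3 nM in the dispensed reagent) in 20 mM phosphate pH 7.0 with 0.01% (detergent screen) or 0.0001% Triton X-100 was preincubated with compounds for 15 min at room temperature. Nitrocefin was then added from an 800 uM solution, and hydrolysis was followed at 480 nm.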
Sm TGR block: qHTS Assay for the Inhibitors of Schistosoma Mansoni Peroxiredoxins | Schistosoma mansoni thioredoxin glutathione reductase (TGR), Q962Y6 | 3% of 360,000 active | Potency, µM (doses to about 114 µM), for the others: at the top dose activity change, negative = inhibition, hits mostly inhibitors | purified TGR, DTNB reduction, TNB absorbance 405 nm; also: potency is read from the fitted curve at half-maximal effect; nearly all actives have a fitted effect of over 60% in size
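First, TGR (20 nM dispensed) and NADPH were mixed with compound. Second, a 15 min room-temperature incubation followed. Third, further NADPH and then DTNB were added to start the reaction. Finally, TNB absorbance was monitored kinetically.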
FBPA Giardia inh: qHTS Assay for Inhibitors of Fructose-1,6-bisphosphate Aldolase from Giardia Lamblia | AID 2451, 2010 | Potency, µM (top dose mostly 59.6 µM), without a hit: at the top dose activity, negative = inhibition, hits mostly inhibitors | A8B2U2 | 0.71% of 290,000 active | purified Giardia FBPA; also: potency is read from the fitted curve at half-maximal effect; nearly all actives have a fitted effect of over 55% in size
Target sequence (A8B2U2 whole entry, looked up): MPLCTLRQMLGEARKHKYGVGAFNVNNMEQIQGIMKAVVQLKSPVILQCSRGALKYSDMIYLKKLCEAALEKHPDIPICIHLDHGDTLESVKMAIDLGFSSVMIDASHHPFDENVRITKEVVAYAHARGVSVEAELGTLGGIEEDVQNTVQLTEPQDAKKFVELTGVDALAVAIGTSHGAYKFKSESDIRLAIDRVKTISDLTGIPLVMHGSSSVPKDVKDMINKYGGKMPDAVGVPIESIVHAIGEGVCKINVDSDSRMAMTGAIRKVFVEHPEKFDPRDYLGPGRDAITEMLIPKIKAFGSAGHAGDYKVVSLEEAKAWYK
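40 nM FBPA preincubated 10 min at RT with compound (up to 57.5 uM final), then substrate plus GAPDH/TPI/NAD/arsenate coupling and diaphorase/resazurin added. Fluorescence read after 20 min at RT, 525/598 nm.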
Active calls of the source: *; ? = inconclusive; / = no result given; [ ] = dose if it differs, or a comment. Unless noted, calls follow the shape of the dose curve; as a rule, active = well fitted curve in the direction sought with a large enough effect; inconclusive = small, poorly fitted or top-dose-only effect, or another doubt; inactive = no such curve, though single readings can be large; an effect the other way counts as inactive or inconclusive. Unless noted, % is scaled to controls: 0 for no effect and ±100 for the full control effect.

entry	Structure	FBPA Giardia inh	AmpC inh no detg	AmpC detergent
1	Cc1cc(C(=O)Cn2cnc3cc([N+](=O)[O-])ccc3c2=O)c(C)n1CC1CCCO1 (centres undefined)	-11%	11%	-2%
2	Cc1nc(C)c(C(=O)O)c(-c2cccs2)c1C(=O)O	-5%	-7%	7%
3	CCc1c(CN2CCN(c3cccc(C)c3C)CC2)csc1C	/	/	0%
4	COc1cc(/C=C2/C(=O)ON=C2C)cc(Cl)c1O	-26%	-14%	1%
5	O=C1CN(c2nnnn2-c2ccccc2)CCN1	2%	-11%	1%
6	N#CC(c1cccc(C(F)(F)F)c1)(c1ncc(C(F)(F)F)cc1Cl)N1CCOCC1 (centres undefined)	-1%	63%[activator]	-5%
7	Cc1cc(OC(C)C)nc(-c2ccccc2O)n1	4%	-7%	1%
8	COCCCNC(=O)c1cc2c(-c3ccc(Cl)cc3)nn(C)c2s1	0%	41%	-17%
9	CCN(CC)c1ccc(C2CC(=O)NC3=C2C(=O)CC(C)(C)C3)cc1 (centres undefined)	11%	-4%	?
10	CCN(CC)CCN1C(=O)c2ccccc2NC1c1ccc(N(C)C)cc1 (centres undefined)	-16%	19%	-10%
11	Cc1noc(C)c1NC(=O)N(C)C[C@H]1Oc2ccc(NC(=O)Cn3cnnn3)cc2C(=O)N([C@H](C)CO)C[C@@H]1C	/	3%	/
12	C=Cc1ccc(Cn2c(C(=O)O)c(CNCCc3ccco3)c3ccc(C)cc32)cc1	/	/	-5%

entry	Sm TGR block	HCMV antiviral	AMA1 RON2 block
1	-23%	12	-7%
2	3%	33	-4%
3	2%	?	/
4	-24%	17	-14%
5	38%[activator]	6	36%[activator]
6	4%	-64*	0%
7	0%	-22	-4%
8	-13%	57	-1%
9	6%	-35	3%
10	-5%	24	-4%
11	/	-15	-1%
12	22µM*	9	/

Profiles as entered above.
Results for `O=C1CN(c2nnnn2-c2ccccc2)CCN1` = FBPA Giardia inh: 2%; AmpC inh no detg: -11%; AmpC detergent: 1%; Sm TGR block: 38%[activator]; HCMV antiviral: 6; AMA1 RON2 block: 36%[activator]
Results for `CCN(CC)CCN1C(=O)c2ccccc2NC1c1ccc(N(C)C)cc1` (centres undefined) = FBPA Giardia inh: -16%; AmpC inh no detg: 19%; AmpC detergent: -10%; Sm TGR block: -5%; HCMV antiviral: 24; AMA1 RON2 block: -4%
Results for `COc1cc(/C=C2/C(=O)ON=C2C)cc(Cl)c1O` = FBPA Giardia inh: -26%; AmpC inh no detg: -14%; AmpC detergent: 1%; Sm TGR block: -24%; HCMV antiviral: 17; AMA1 RON2 block: -14%

(more compounds)
entry	Structure	FBPA Giardia inh	AmpC inh no detg	AmpC detergent
13	CCC(C(=O)O)N1C(=O)/C(=C/C(C)=C/c2ccccc2)SC1=S (centres undefined)	22%	-26%	6%
14	CCOC(=O)N/N=C(\CCC(=O)O)c1cccs1	0%	82%[activator]	0%
15	CCOC(=O)CNC(=S)N(Cc1ccccc1F)C1CCCCC1	6%	33%	-1%
16	Cc1ccc(CN(C)Cc2cc(=O)oc3cc(C)c(Cl)cc23)cc1	14%	-12%	-1%
17	c1ccc(CSc2snnc2-c2ccccc2)cc1	4%	-34%	-7%
18	Cc1ccc(CSc2nc(=O)c3c(n2C)NC(=O)CC3c2ccc(OC(C)C)cc2)cc1 (centres undefined)	/	/	2%
19	COc1ccc(CCN(C)Cc2ccncc2)cc1OC	?	-23%	-11%
20	CCn1c(SCC(=O)NCc2cccs2)nnc1-c1cccs1	3%	-23%	-11%
21	COCc1c(C(=O)OC)nnn1-c1ccc(C(F)(F)F)cc1[N+](=O)[O-]	-7%	-1%	2%
22	O=C(Nc1ccc2ccccc2c1)C(=O)C1C(=O)Nc2ccccc21 (centres undefined)	17%	2%	-3%
23	Cc1cccc(-n2ncc3c(Nc4ccc(C)c(Cl)c4)ncnc32)c1	/	/	12%
24	CN(C)c1ccc(NS(=O)(=O)c2cc3c4c(c2)CC(=O)N4CCC3)cc1	/	58%	2%

entry	Sm TGR block	HCMV antiviral	AMA1 RON2 block
13	-1%	-32	10%
14	4%	0	-10%
15	-3%	-7	6%
16	18%	-5	-10%
17	?	0	28%
18	3%	6	/
19	-9%	0	-20%
20	3%	31	-4%
21	1%	-10	-6%
22	-17%	6	/
23	-8%	-31	/
24	-13%	?	-12%

The list goes on.
entry	Structure	FBPA Giardia inh	AmpC inh no detg	AmpC detergent
25	CC(Sc1ccccc1F)C(=O)Nc1cccc(S(=O)(=O)N2CCOCC2)c1 (centres undefined)	/	-22%	/
26	Cc1cc(NC(=O)COC(=O)c2n[nH]c3ccccc23)no1	-3%	-21%	-12%
27	COc1ccc(/C(N)=N/OC(=O)CC2CCCCC2)cc1OC	/	103%[activator]	1%
28	CCOc1ccc(-n2c(SCC(=O)Nc3ccc(C(=O)O)cc3)nc3ccccc3c2=O)cc1	14%	-34%	-1%
29	COc1cc(-c2nnc(NC(=O)CS(=O)(=O)c3ccc(F)cc3)o2)cc(OC)c1OC	/	-21%	0%
30	COc1cccc(C2CC(=O)NC3=C2C(=O)CCC3)c1 (centres undefined)	3%	-10%	6%
31	C(=C\c1ccccc1)/C=N/Nc1nc2ccccc2s1	0%	-14%	?
32	CCNC(=O)c1c(O)c2ccccc2[nH]c1=O	5%	-25%	8%
33	COc1ccc(NC(=O)N2CCCC2C(=O)Nc2ccc(C)cc2)cc1 (centres undefined)	-2%	-13%	?
34	CCC(=O)N1CCCc2cc(S(=O)(=O)N3CCN(C4CCCCC4)CC3)ccc21	0%	21%	3%
35	Cc1ccc(-n2c(O)c(/C=C3/C(c4ccccc4)=Nc4ccccc43)c(=O)[nH]c2=O)cc1	-5%	-45%	-3%
36	CCOC(=O)C1=C(O)/C(=C/c2ccc(-c3ccccc3C(=O)O)o2)SC1=Nc1ccc(C)cc1	/	-11%	0%

entry	Sm TGR block	HCMV antiviral	AMA1 RON2 block
25	/	4	-4%
26	11%	77	-1%
27	2%	25	8%
28	-2%	-15	0%
29	-1%	3	36%[activator]
30	3%	12	0%
31	?	172	48%[activator]
32	9%	-31	1%
33	17%[11.4 µM]	-13	-1%
34	-10%	-34	-1%
35	?	13	-7%
36	?	-19	-23%

Remaining list, next part:
entry	Structure	FBPA Giardia inh	AmpC inh no detg	AmpC detergent
37	COc1ccc(NC(=O)c2cccc(NC(=O)c3ccccc3)c2)c(OC)c1	2%	-39%	?
38	C=CCc1cccc2cc(C(=O)N3CCN(C(=O)OCC)CC3)c(=O)oc12	10%	0%	-4%
39	O=C(NCc1ccco1)c1ccc2snnc2c1	11%	-16%	2%
40	Cc1ccc(C(=O)O)cc1NC(=O)Nc1ccc2c(c1)OCO2	0%	-29%	4%
41	CN1CCN(c2ccc(NC(=S)NC(=O)/C=C/c3ccco3)cc2)CC1	-22%	1%	10%
42	Cc1ccccc1OCCC(=O)OCC(=O)N1c2ccccc2NC(=O)C1(C)C	/	-8%	?
43	Cc1ccc(S(=O)(=O)N2CC(=O)Nc3ccccc32)c(C)c1NS(C)(=O)=O	7%	-19%	1%
44	CC(=O)c1ccc(NC(=O)Cc2cccs2)cc1	9%	-32%	-3%
45	Cc1ccc(N(CC(=O)NC2CC2)S(=O)(=O)c2ccccc2)c(C)c1	/	32%	2%
46	CCOc1ccc(NC(=O)c2c(NC(=O)CN3CCCC3)sc3c2CCC3)cc1	/	-18%	-12%
47	COc1ccc2oc(C(=O)OC(C)C(=O)N(C)c3ccccc3)c(C)c2c1 (centres undefined)	/	86%[activator]	0%
48	CN(C1CCCCC1)C(CNS(=O)(=O)c1ccc(Cl)cc1)c1ccccc1 (centres undefined)	9%	-14%	-6%

entry	Sm TGR block	HCMV antiviral	AMA1 RON2 block
37	-5%	-13	-9%
38	?	6	-6%
39	?	1	-1%
40	6%	53	0%
41	50µM*	21	-17%
42	-13%	-32	-3%
43	-16%	-32	0%
44	-3%	109	-23%
45	0%	?	0%
46	-22%	23	50%[activator]
47	-3%	6	-2%
48	7%	14	3%

Along the list, as entered above.
Entries 40 to 44 in Sm TGR block read 6%, 50µM*, -13%, -16%, -3%

Additional records
entry	Structure	FBPA Giardia inh	AmpC inh no detg	AmpC detergent
49	CC1CCCC(NC(=O)COC(=O)[C@@H](NC(=O)c2ccccc2Cl)C(C)C)C1C (some centres undefined)	/	36%	/
50	Cn1nnc2cc(C(=O)N3CCCCCC3)ccc21	0%	-12%	-9%
51	COc1ccccc1-c1nnc(SC2CCc3ccccc3NC2=O)s1 (centres undefined)	2%	-17%	?
52	COc1ccc(S(=O)(=O)N(c2onc(C)c2Cl)S(=O)(=O)c2ccc(OC)c(OC)c2)cc1OC	9%	-19%	-6%
53	O=C(Nc1ccccc1)Nc1nnc(-c2ccccc2)s1	6%	-26%	-9%
54	Cc1nn(-c2ccccc2)c2c1cc1c(=O)n(C)c(=O)nc-1n2-c1ccccc1F	1%	-3%	1%
55	Cn1c(=O)c2c(ncn2CCCC(=N)N2CCOCC2)n(C)c1=O	1%	-18%	1%
56	COc1ccc(Cl)cc1Nc1cc(C)nc2nc(-c3ccccc3C)nn12	/	/	24%

entry	Sm TGR block	HCMV antiviral	AMA1 RON2 block
49	/	0	37%[activator][11.6 µM]
50	2%	35	-5%
51	-22%	-30	-2%
52	-9%	18	-29%
53	1%	30	17%
54	-5%	18	3%
55	7%	-6	0%
56	-2%	9	/

Copied from above: nos. 49–53
entry	Structure	FBPA Giardia inh	AmpC inh no detg	AmpC detergent
49	CC1CCCC(NC(=O)COC(=O)[C@@H](NC(=O)c2ccccc2Cl)C(C)C)C1C (some centres undefined)	/	36%	/
50	Cn1nnc2cc(C(=O)N3CCCCCC3)ccc21	0%	-12%	-9%
51	COc1ccccc1-c1nnc(SC2CCc3ccccc3NC2=O)s1 (centres undefined)	2%	-17%	?
52	COc1ccc(S(=O)(=O)N(c2onc(C)c2Cl)S(=O)(=O)c2ccc(OC)c(OC)c2)cc1OC	9%	-19%	-6%
53	O=C(Nc1ccccc1)Nc1nnc(-c2ccccc2)s1	6%	-26%	-9%

entry	Sm TGR block	HCMV antiviral	AMA1 RON2 block
49	/	0	37%[activator][11.6 µM]
50	2%	35	-5%
51	-22%	-30	-2%
52	-9%	18	-29%
53	1%	30	17%

Bioassay records (PubChem)

Outcome played no part in choosing rows. Share with any hit: about 7.8%.
